Lipid storage S3: qHTS Assay for Lipid Storage Modulators in Drosophila S3 Cells; Drosophila S3 cells, BODIPY lipid droplet fluorescence, 18-24 h; cells fed with added oleic acid; lipid storage change, negative = inhibition, % at the top dose, mostly 46.1 µM; hits show Potency in µM; 320,000 tested, 0.64% active; AID 2685; active = well fitted inhibition curve with a large enough effect in the signal ratio, with a control signal flat, not every such curve was filed as active; inconclusive = small, poorly fitted or top-dose-only effect, or effect the other way, or a change in a side signal; the % refers to the signal ratio
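Laser-scanning cytometry quantifies lipid droplet accumulation (500–530 nm total intensity; droplet/cell object ratio) in oleic acid-fed (400 uM added) Drosophila S3 cells treated with a concentration series. 20 uM Triacsin C defined 100% inhibition.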
Lipid storage S3 cell count max: second read-out of Lipid storage S3, no call of its own (marks repeat the call); cell number change, %; measured here: cell count max response;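 cells counted by Cell Tracker Red CMTPX staining in the red channel; peak over a dose series mostly up to 46.1 µM; percent activity relative to internal control wells on each plate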
Starred values were filed as active, the others as inactive; i = inactive; ? = inconclusive; / = no result given. % is set by controls: 0 for no effect and ±100 for the full control effect; potency is the fitted concentration of half-maximal effect. The list is partial. The share of hits here may be higher or lower than overall.

Start of the listing, in advance (3 entries):
Value order: Lipid storage S3	Lipid storage S3 cell count max
> O=C(Nc1nn(Cc2ccc(Cl)cc2)cc1Br)c1ccc(COc2ccccc2Cl)o1
 : ?	/
> CCN1C(C)=C(C)S/C1=C1\SC(=S)N(NC(C)=O)C1=O
 : 3%	6
> COc1ccc(/C=N/N=C(\N)c2nonc2N)cc1
 : 15%	7

This part in full, from the first entry:
Value order: Lipid storage S3	Lipid storage S3 cell count max
> O=C(Nc1nn(Cc2ccc(Cl)cc2)cc1Br)c1ccc(COc2ccccc2Cl)o1
 : ?	/
> CCN1C(C)=C(C)S/C1=C1\SC(=S)N(NC(C)=O)C1=O
 : 3%	6
> COc1ccc(/C=N/N=C(\N)c2nonc2N)cc1
 : 15%	7
> COc1ccc(/C=N/Nc2nnc(Cc3ccc(OC)c(OC)c3)c(=O)[nH]2)cc1
 : ?	/
> O=C1COc2ccc(C(=O)/C=C/c3ccccc3)cc2N1
 : ?	/
> COC(=O)CCCC1=CC2=C(c3ccccc3)C(=O)C(C)(OC(=O)C3CCCC3)C(=O)C2=CN1CCc1c[nH]c2ccccc12 (stereo unspecified)
 : -20%	6
> COc1cc(SC)ccc1C(=O)Nc1ccc(Cl)cn1
 : -2%	9
> COc1cc(Cl)c(C)cc1NC(=O)CSC
 : ?	/
> CCOC(=O)C1(Cc2ccc(OC)cc2)CCN(C(=O)c2ccoc2C)CC1
 : ?	/
> CC(OC(=O)c1cc(=O)[nH]c2ccccc12)C(=O)c1ccccc1 (stereo unspecified)
 : 4%	-11
> CCC(=O)c1ccc(OCC(=O)OCC(=O)N2c3ccccc3NC(=O)C2(C)C)cc1
 : ?	/
> COc1cc(/C=N/NC(=O)c2cccnc2)cc2c1OCO2
 : i	-5
> NS(=O)(=O)c1ccc(CNC(=O)/C=C/c2cccc(Cl)c2)cc1
 : -9%	-6
> Cc1ccc(NC(=S)N2CCN(S(=O)(=O)c3ccc(F)cc3)CC2)cc1
 : ?	/
> Cc1ccc(C)c(S(=O)(=O)N2CCN(C(=O)c3sccc3C)CC2)c1
 : ?	/
> CCCS(=O)(=O)c1c(S(=O)(=O)CCC)c2c(C)cccn2c1C(=O)OC
 : -23%	16
> COc1ccccc1OCc1ccc(C(=O)Nc2ccncc2)o1
 : i	/
> Cc1ccc(C(=O)N/C(=C/c2cccs2)C(=O)N2CCCCCC2)cc1
 : -10%	-3
> C=CCOc1c(CNc2ccc(S(N)(=O)=O)cc2)cccc1OC
 : 5%	6
> CCn1c(SCC(=O)Nc2cc(NC(C)=O)ccc2OC)nnc1-c1ccccn1
 : 3%	-16

Some of the entries so far, as tab-separated lines:
molecule	Lipid storage S3	Lipid storage S3 cell count max
COc1cc(/C=N/NC(=O)c2cccnc2)cc2c1OCO2	i	-5
CCn1c(SCC(=O)Nc2cc(NC(C)=O)ccc2OC)nnc1-c1ccccn1	3%	-16
COc1ccccc1OCc1ccc(C(=O)Nc2ccncc2)o1	i	/
CCCS(=O)(=O)c1c(S(=O)(=O)CCC)c2c(C)cccn2c1C(=O)OC	-23%	16

Rewritten with bars between the fields: entries from further up.
SMILES | Lipid storage S3 | Lipid storage S3 cell count max
Cc1ccc(C)c(S(=O)(=O)N2CCN(C(=O)c3sccc3C)CC2)c1 | ? | /
CCCS(=O)(=O)c1c(S(=O)(=O)CCC)c2c(C)cccn2c1C(=O)OC | -23% | 16

Other structures
Value order: Lipid storage S3	Lipid storage S3 cell count max
> O=C(CSC1=NS(=O)(=O)c2ccccc2N1)Nc1ccccc1F
 : 6.5µM*	-3.4*
> Cc1onc(-c2ccccc2Cl)c1C(=O)N1CCN(S(=O)(=O)c2ccc(F)c(F)c2)CC1
 : ?	/
> O=S(=O)(Cc1ccccc1)N1CCCC1
 : -12%	4
> c1cncc(CSc2nnc3ccc(-c4cccs4)nn23)c1
 : -7%	2
> CCCS(=O)(=O)N1CCCC(C(=O)c2cccc(Cl)c2)C1 (stereo unspecified)
 : -5%	2
> S=c1nc(-c2ccc(Br)cc2)[nH]c2ccccc12
 : 0%	-2
> Cc1cccc(C)c1-n1c(C)nn(Cc2ccc([N+](=O)[O-])cc2)c1=O
 : -5%	20
> CCn1cc(C(=O)N2CCN(C(=O)c3ccco3)CC2)c2cc(OC)c(OC)cc2c1=O
 : i	/
> CCC1(CC)Cc2ccccc2-c2nc(CCl)[nH]c(=O)c21
 : 13%	-25
> Cc1cc(C)c(-c2cc(NC(=O)COC(=O)c3ccc(CO)cc3)n(-c3ccccc3)n2)cc1C
 : ?	/
> CC(=O)c1cnc(-c2ccccc2Cl)s1
 : ?	/
> CCOC(=O)c1cc(C(=O)OCC)c(=O)[nH]c1N1CCCCC1
 : ?	/
> CS(=O)(=O)N1CCN(CC2CC3C=CC2C3)CC1 (stereo unspecified)
 : ?	/
> O=C(NCc1ccco1)c1cc(S(=O)(=O)N2CCCC2)ccc1Cl
 : ?	/
> O=C(Nc1ccc(CN2CCOCC2)cc1)c1ccc(Br)cc1
 : 11%	-10
> Cc1cc(C)cc(NC(=S)/C(=C(\[O-])c2ccc(Cl)cc2Cl)[n+]2ccccc2)c1
 : ?	/
> COc1ccccc1NC(=O)N1CCc2c([nH]c3ccccc23)C1C(F)(F)F (stereo unspecified)
 : 1%	6
> CC1(C)Cc2c(C#N)c(NCCN3CCOCC3)nc(-c3ccco3)c2CO1
 : 9%	-19
> C=CCc1ccccc1OCC(O)CN(C(C)C)C(C)C (stereo unspecified)
 : ?	/
> CC(C)C12CN3CC(C(C)C)(CN(C1)C3c1ccc3c(c1)OCO3)C2=O (stereo unspecified)
 : ?	/
> CCN1CCc2c(sc(NC(=O)CN3C(=O)c4ccccc4C3=O)c2C(N)=O)C1
 : -13%	9
> CCOc1ccc(S(=O)(=O)N(CC(=O)NCC(F)(F)F)Cc2ccco2)cc1
 : ?	/
> O=C(CSc1nc(C(F)(F)F)cc(=O)[nH]1)N1CCOCC1
 : ?	/
> COC(CNC(=O)c1ccc(-n2c(=S)[nH]c3ccccc3c2=O)cc1)OC
 : ?	/
> COc1cc(OC)cc(C(=O)OCC(=O)c2cc(C)n(CC3CCCO3)c2C)c1 (stereo unspecified)
 : ?	/
> CCC(C(=O)OCC(=O)Nc1ccccc1-c1ccccc1)c1ccccc1 (stereo unspecified)
 : ?	/
> COc1ccc(C)cc1NC(=O)CO/N=C(\N)CC(=O)NC1CCCCC1
 : ?	/
> CN(C)S(=O)(=O)c1ccc(C(=O)Nc2cc(=O)n(C)c(=O)n2C)cc1
 : -8%	-1
> CCOc1ccc(S(=O)(=O)Nc2ccccc2C(=O)N2CCCC2)cc1
 : ?	/
> COc1ccc(NC(=O)C2CCOC(C)(C)C2)cc1 (stereo unspecified)
 : 10%	1
> COc1ccc(-c2oc3ccccc3c2C(=O)Oc2ccccc2)cc1
 : ?	/
> CC(=O)Nc1ccc2c(c1)C(=O)N(c1cccc(C)c1)C2=O
 : 7%	15
> CC(C)Nc1nc(NC(C)C)nc(Oc2ccc(/C=N/O)cc2)n1
 : 9%	1
> CCCCCOc1ccccc1C(=O)NCCCC(=O)O
 : 7%	-10
> O=C(CC1CCCCC1)Nc1ncn[nH]1
 : ?	/
> Cc1cccc(C(=O)NC2CCN(CC(=O)N3CCOCC3)CC2)c1
 : ?	/
> CCOC(=O)C(NC(=O)c1ccccc1)(OCc1ccc(F)cc1)C(F)(F)F (stereo unspecified)
 : ?	/
> Cc1ccc2c(c1)C1CC(C)(O2)N(c2cccc(C(=O)N3CCN(c4ccccn4)CC3)c2)C(=O)N1 (stereo unspecified)
 : ?	/
> O=C(N/N=C/c1ccoc1)c1ccccc1O
 : i	4
> CC(=O)NC(CCS(C)(=O)=O)C(=O)Nc1cccc2ccccc12 (stereo unspecified)
 : ?	/
> CCCC1(c2ccccc2)NC(=O)N(CC(=O)Nc2cc(C)ccc2OC)C1=O (stereo unspecified)
 : ?	/
> COc1ccc(N(CC(C)C)S(=O)(=O)c2nnc(NC(=O)c3ccco3)s2)cc1
 : ?	/
> CCOc1ccccc1NC(=O)[C@@H](NC(=O)c1ccccc1F)C(C)C
 : ?	/
> Cc1cc(N2C(=O)C(O)=C(C(=O)c3cccs3)C2c2ccc(F)cc2)no1 (stereo unspecified)
 : -9%	2
> COCC(C)NC(=O)CSc1nc2nn(-c3ccccc3)c(=O)c-2c2n1CCCCC2 (stereo unspecified)
 : ?	/
> CC(NC(=O)CSc1cccc(C(F)(F)F)c1)c1ccccc1 (stereo unspecified)
 : ?	/
> CCCCNC(=O)n1c(=O)oc2ccc(Cl)cc21
 : 12%	-16
> CCOC(=O)c1sc(NC(=O)CSc2nnc(Cc3ccccc3)o2)c(C(=O)OCC)c1C
 : ?	/
> Cn1c2ccccc2c2nnc(SCC(=O)Nc3cccc(C(=O)O)c3)nc21
 : 8%	19
> Cn1cccc/c1=N\c1cccc[n+]1C
 : -5%	8

Further structures follow:
Value order: Lipid storage S3	Lipid storage S3 cell count max
> O=C(CNC(=O)c1ccncc1)N/N=C/c1ccccn1
 : ?	/
> COC(=O)c1cccc(C(=O)N2CCC(CCC(=O)NCc3ccc(F)cc3)CC2)c1
 : i	/
> COc1cc(/C=C/C(=O)O)ccc1OCc1cnc(Cl)s1
 : 0%	20
> COc1ccc(-c2noc(CNC(=O)c3ccc4c(c3)OCO4)n2)cc1OC
 : ?	/
> COc1cc(CNCCCN2CCOCC2)ccc1OCC(=O)Nc1cccc(C(F)(F)F)c1
 : ?	/
> COc1cccc(NC(=O)COC(=O)c2c(F)cccc2F)c1
 : 9%	11
> COC(=O)C(Cc1ccccc1)NC(=O)CNS(=O)(=O)c1ccc(Br)cc1 (stereo unspecified)
 : ?	/
> Cc1cccc(NC(=O)CCN2C(=O)C3C4CCC(C4)C3C2=O)c1C (stereo unspecified)
 : -15%	2
> Cc1ccc(S(=O)(=O)NCCCC(=O)C=[N+]=[N-])cc1
 : 8%	-8
> COCCCNCC(=O)c1c(N)n(Cc2ccccc2)c(=O)n(C)c1=O
 : -4%	10
> COc1ccc2c(COC(=O)c3cccc(S(=O)(=O)NCC(C)C)c3)cc(=O)oc2c1
 : ?	/
> Clc1ccc(-c2nnc(NCCN3CCCC3)c3ccccc23)cc1
 : ?	/
> O=C(c1ccco1)N1N=C(c2ccc(Br)cc2)CC1c1ccco1 (stereo unspecified)
 : ?	/
> CC(=O)Nc1ccc2nc(CN3CCC(CO)(CCc4ccccc4)CC3)ccc2c1
 : ?	/
> CN(C)CCCN(C(=O)c1cccs1)c1nc2cc3c(cc2s1)OCO3
 : 0%	4
> COC(=O)CCN(C(=O)c1ccc([N+](=O)[O-])cc1)c1ccccn1
 : 5%	5
> CC(=O)Nc1cccc(-c2csc(Nc3ncccn3)n2)c1
 : ?	/
> Cc1ccc(NS(=O)(=O)c2cc(C(=O)N3CCCC3)ccc2C)cc1C
 : ?	/
> COC(=O)[C@@H](NCc1cccc(CN([C@H](C(=O)OC)C(C)C)S(C)(=O)=O)c1)C(C)C
 : 5%	7
> Clc1ccccc1-c1nc(N/N=C/c2cccnc2)c2ccccc2n1
 : ?	/
> COc1ccc(N2CCN(C(=O)CCCCCn3c(=O)[nH]c4ccsc4c3=O)CC2)cc1
 : ?	/
> c1ccc(OCc2nn3c(-c4n[nH]c5c4CCC5)nnc3s2)cc1
 : i	3
> CC(=O)c1ccc(N(C(=O)c2csnn2)C(C(=O)NC(C)(C)C)c2cccs2)cc1 (stereo unspecified)
 : ?	/
> CCOc1[nH]n(-c2ccccc2)c(=O)c1C=Nc1ccccc1
 : -6%	1
> CCCCN(C(=O)C1CSC2(C)CCC(=O)N12)c1c(N)n(CC(C)C)c(=O)[nH]c1=O (stereo unspecified)
 : ?	/
> C/C(=N\NC(=O)c1nnn(-c2nonc2N)c1-c1cccs1)c1ccncc1
 : i	-21
> Cc1ccc(C(=O)C2=C(O)C(=O)N(CC3CCCO3)C2c2ccccc2F)o1 (stereo unspecified)
 : ?	/
> Cc1cc(N/C=C\c2nnnn2-c2ccc(F)cc2)no1
 : 18%	-18
> c1ccc(Cn2nnnc2C(c2cccnc2)N2CCN(c3ccccc3)CC2)cc1 (stereo unspecified)
 : ?	/
> Cc1ccc(CCN2CCN=C2Nc2ccccc2)cc1
 : ?	/
> O=C(Nc1ccc(Cc2ccncc2)cc1)C1CCC(N2C(=O)C3C4C=CC(C5CC45)C3C2=O)CC1 (stereo unspecified)
 : ?	/
> Cc1cc(C)c(NC(=O)CNC(=O)c2ccc3c(=O)n4c(nc3c2)CCC4)c(C)c1
 : 16%	3
> Cn1nc(-c2ccccc2)c(N2CCCCC2)cc1=O
 : ?	/
> Cc1cc(C)nc(N2CCCC(C(=O)NCCc3ccccc3F)C2)n1 (stereo unspecified)
 : ?	/
> COc1cccc(CN2CCNC(=O)C2CC(=O)NCCc2nc(C)c(C)s2)c1OC (stereo unspecified)
 : -24%	24
> Cc1cc(=O)[nH]c(SCCCOc2ccc3c(c2)CCC3)n1
 : ?	/
> CCn1cc(CN2CCCC(CNS(=O)(=O)c3ccc(OC)cc3)C2)cn1 (stereo unspecified)
 : i	-12
> CC(C)Nc1ccc(C(CC(N)=O)NC(=O)Cc2ccc(Cl)cc2)cc1[N+](=O)[O-] (stereo unspecified)
 : -7%	/
> CC1=C(C(=O)N2CCCC(N3CCN(c4ccccc4F)CC3)C2)OCCO1 (stereo unspecified)
 : ?	/
> CN(C)c1ccc(-c2nn3c(-c4cccnc4)nnc3s2)cc1
 : ?	/
> CCc1ccc(C2=NN(CCC(=O)NC3CC3)C(=O)CC2)cc1
 : 1%	2
> COCCN(C(=O)CN1CCc2ccccc21)c1c(N)n(Cc2ccccc2)c(=O)[nH]c1=O
 : -8%	-10
